FUS suppressor = qHTS for Suppressors of FUS Proteinopathy: Primary screen using FUS-linked yeast assay | S. cerevisiae FUS-expressing, growth rescue, OD600, 24 h | Potency, µM (highest dose often 76.6 µM), inactives show at the top dose growth rescue (activation), usual class: activators | hit rate 0.24% among 390,000;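 further: potency means the concentration at half of the fitted maximal effect; plate controls were DMSO vehicle for no effect and reference control for full effect; nearly all actives have a fitted effect of over 55% in size; some results filed as inactive show a strong effect at the top dose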
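Steps: raffinose overnight preculture; dilution to OD 0.005 in 2% galactose minimal medium; compound addition (concentration series); 24hr at 30C, 99% humidity; absorbance read at 600 nm.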
TDP-43 yeast inh = qHTS of TDP-43 Inhibitors; TDP-43 expressing yeast growth rescue, BacTiter-Glo, 24 h; Potency, µM (top dose mostly 46.1 µM), inactives show top-dose growth rescue (activation), most hits filed as activators; hit rate 1.8% among 410,000; AID 652104, 2013; further: potency means the concentration at half of the fitted maximal effect; % of control where 0% means no effect; nearly all actives have a fitted effect of over 50% in size
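Cell-based yeast growth screen: TDP-43 expression induced in galactose, inoculum OD600=0.02 after raffinose pregrowth to mid-log. Read-out BacTiter-Glo luminescence at 24 hr, 30 deg C; inhibition of toxicity seen as signal increase.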
EPAC2 antagonist = qHTS for Antagonist of cAMP-regulated guanine nucleotide exchange factor 2 (EPAC2): primary screen; Rap guanine nucleotide exchange factor 4 (Homo sapiens), Q8WZA2; EPAC2 GEF exchange of Rap1B-BODIPY-GDP, fluorescence; Potency, µM (top dose mostly 114 µM), for inactives: at the top dose activity, negative = inhibition, most hits filed as inhibitors; hit rate 0.18% among 360,000; further: potency means the concentration at half of the fitted maximal effect; on the % scale 0 is the no-effect control and ±100 the full control effect; nearly all actives have a fitted effect of over 45% in size; many of its hits are not listed in these tables
Target sequence (Q8WZA2 whole entry, looked up): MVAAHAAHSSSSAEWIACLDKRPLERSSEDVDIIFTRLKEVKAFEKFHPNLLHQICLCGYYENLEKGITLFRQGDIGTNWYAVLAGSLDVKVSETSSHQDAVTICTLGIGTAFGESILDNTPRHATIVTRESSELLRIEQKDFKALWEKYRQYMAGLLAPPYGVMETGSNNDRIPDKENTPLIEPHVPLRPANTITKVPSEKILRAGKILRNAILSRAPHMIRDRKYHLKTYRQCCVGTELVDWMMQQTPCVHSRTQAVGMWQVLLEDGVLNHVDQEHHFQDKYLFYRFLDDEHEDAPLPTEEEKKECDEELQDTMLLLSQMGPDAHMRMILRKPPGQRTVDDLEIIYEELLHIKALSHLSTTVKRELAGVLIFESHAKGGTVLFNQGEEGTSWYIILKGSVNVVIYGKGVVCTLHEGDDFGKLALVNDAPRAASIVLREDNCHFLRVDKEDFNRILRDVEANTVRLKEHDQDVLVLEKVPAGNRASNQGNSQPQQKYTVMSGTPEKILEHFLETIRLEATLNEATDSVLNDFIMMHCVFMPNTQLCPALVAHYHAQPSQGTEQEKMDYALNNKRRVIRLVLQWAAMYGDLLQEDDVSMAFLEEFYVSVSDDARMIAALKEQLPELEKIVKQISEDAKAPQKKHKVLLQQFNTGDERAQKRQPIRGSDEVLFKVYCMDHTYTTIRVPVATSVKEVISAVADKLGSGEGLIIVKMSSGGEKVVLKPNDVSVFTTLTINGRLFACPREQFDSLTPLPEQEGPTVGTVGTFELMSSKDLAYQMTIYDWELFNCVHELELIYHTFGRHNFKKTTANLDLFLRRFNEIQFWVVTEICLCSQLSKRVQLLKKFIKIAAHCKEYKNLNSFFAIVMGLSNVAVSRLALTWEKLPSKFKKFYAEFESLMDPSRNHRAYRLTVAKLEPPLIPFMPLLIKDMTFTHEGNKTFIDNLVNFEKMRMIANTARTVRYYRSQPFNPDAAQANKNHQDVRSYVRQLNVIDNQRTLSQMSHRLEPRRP
EPAC2 agonist = qHTS for Agonist of cAMP-regulated guanine nucleotide exchange factor 4 (EPAC2): primary screen; Rap guanine nucleotide exchange factor 4 (Homo sapiens), Q8WZA2; EPAC2 activation, biochemical qHTS; response scale: 100% = 6.5 mM cAMP response; Potency, µM (doses to about 154 µM), for the others: at the top dose activation, actives largely listed as activators; hit rate 0.079% among 360,000; further: potency means the concentration at half of the fitted maximal effect; nearly all actives have a fitted effect of over 50% in size
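Each well held 100 nM EPAC2, 250 nM RAP1B-BODIPY-GDP and 50 uM GDP. Fluorescence, read at 5-min intervals to 30 min, was referenced to a 6.5 mM cAMP positive control.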
Abeta yeast res = qHTS for compounds that reverse cellular toxicity of Amyloid beta (A-beta) peptide in yeast: Primary Screen; yeast expressing A-beta42, growth rescue, OD600, 48 h; response scale: 0% DMSO, 100% iron-clioquinol control; Potency, µM (highest dose often 46.1 µM), for inactives: at the highest dose growth rescue, usual class: activators; hit rate 0.063% among 410,000; AID 1347071, 2019; further: potency means the concentration at half of the fitted maximal effect; nearly all actives have a fitted effect of over 55% in size
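Growth rescue measured by 600 nm absorbance after 48 h yeast culture at 30 C with compound. Values normalized between DMSO and an equimolar ferric chloride plus clioquinol control.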
DRD3 agonist = qHTS of D3 Dopamine Receptor Agonist: qHTS. hit rate 0.58% among 410,000. D(3) dopamine receptor (Homo sapiens), P35462. D3R DiscoveRx beta-arrestin cells, luminescence, 90 min. max activation, %; in the data active means max activation above about 30%; further: 0% is about no effect; mostly tested at two doses, the higher about 12 µM
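Agonist mode: compounds and dopamine controls were applied to plated cells for 90 min at 37 degrees C after an overnight attachment at 1500 cells/well. Luminescent read-out followed 30 - 60 minutes at room temperature with DiscoveRx detection reagent.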
aSyn rescue = qHTS of alpha-syn Inhibitors | hit rate 0.14% among 370,000 | Potency, µM (top dose mostly 46.1 µM), for inactives: at the highest dose growth rescue (activation), hits mostly activators | Yeast expressing alpha-synuclein, growth rescue, BacTiter-Glo, 24 h | AID 652106, 2013; further: potency means the concentration at half of the fitted maximal effect; % of control where 0% means no effect; nearly all actives have a fitted effect of over 65% in size
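Galactose-induced alpha-syn yeast (OD600=0.02, raffinose-pregrown) + pinned cpd, 24 hr, 30 deg C; growth by BacTiter-Glo luminescence. Growth restoration scores as activation.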
DRD3 antagonist = qHTS of D3 Dopamine Receptor Antagonist: qHTS; D3R cells, DiscoveRx beta-arrestin luminescence, antagonist mode; active compounds read low; max response, negative = inhibition, %; hit rate 2.5% among 360,000; in the data active means max response below about -50%; inconclusive means no clear call, values can overlap the other calls; further: on the % scale 0 is the no-effect control and ±100 the full control effect; mostly tested at two doses, the higher about 12 µM
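Cells plated overnight at 1500 cells/well, then exposed to library compounds with dopamine controls for 90 minutes at 37 degrees C. DiscoveRx reagent added for 30–60 minutes at room temperature; luminescence read, quantitative HTS format.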
* hit, by the source's call; ? = inconclusive; . = not tested or not shown; [ ] = dose if it differs, or a comment. Unless noted, the call rests on the fitted dose curve; in most records, active means well fitted curve in the direction sought with a large enough effect; inconclusive means small, poorly fitted or top-dose-only effect, or another doubt; inactive means no such curve, though single readings can be large; an effect the other way counts as inactive or inconclusive. Not all compounds are listed; count on the stated rates, not on these rows.

SMILES | FUS suppressor | TDP-43 yeast inh | EPAC2 antagonist | EPAC2 agonist | Abeta yeast res | DRD3 agonist | aSyn rescue | DRD3 antagonist
C#CCOCCOCCOCCNc1nc(N2CCN(C(=O)[C@H]([C@@H](C)O)n3cc(CCCCN)nn3)CC2)nc(N2CCN(C(=O)[C@H](C)n3cc(CCCN=C(N)N)nn3)CC2)n1 | 1% | -5% | 19% | 5% | -3% | -12 | -1% | 0
CCN1Cc2cccc(C(=O)Nc3ccc(F)cc3)c2C1=O | -12% | 23% | . | . | -12% | -5 | 1% | .
CC(C)CCNC(=O)c1c[nH]c2ccc(S(=O)(=O)N3CCC4(CC3)OCCO4)cc2c1=O | . | 6% | ? | -6% | 4% | 1 | -2% | 16
COc1ccc(NC(=O)c2cc(-c3ccc(F)cc3OC(C)C)n[nH]2)c(OC)c1 | 28% | 25µM* | 3% | 6% | 0% | 22 | -19% | 92
COc1ccc(-c2nn(CCC(=O)O)cc2/C=C2\SC(N)=NC2=O)cc1 | 21% | 17% | -6% | -5% | 31% | -3 | 1% | -11
CC(=O)CSc1nnc(CN2C(=O)CSc3ccc(C(F)(F)F)cc32)n1C | 1% | 9% | 1% | 9% | 3% | 1 | 1% | 7
COC(=O)c1ccc(NC(=O)Nc2ccccc2C)cc1 | ? | 8%[9.22 µM] | -23% | 14% | -3% | -8 | -7% | -21
CCC(=NNS(=O)(=O)c1ccc(C)cc1)c1ccccc1 | -25% | 3% | -13% | -2% | 3% | 1 | 2% | 14
Cc1cc(-c2ccc(S(=O)(=O)N3CCN(C)CC3)s2)on1 | 0% | 7% | 0% | 2% | 5% | 3 | 2% | 7
Cc1oc(-c2ccccc2F)nc1CS(=O)(=O)CC(=O)NCCCN1CCN(C)CC1 | 5% | 12% | 0% | 2% | . | -1 | 3% | 1
CCOc1ccc(NC(=O)CN(C2CCCCC2)S(C)(=O)=O)cc1 | 19% | 2% | 20% | 3% | -6% | -8 | 3% | -24
O=C(CSc1ccccc1)Nc1cccc(S(=O)(=O)N2CCCCC2)c1 | 43% | 17% | -12% | 11% | 8% | 6 | 9% | 15
Cc1ccccc1CSCc1ccc(C(=O)NCCCN2CCOCC2)o1 | -15% | -8% | 1% | -5% | 7% | 2 | 0% | 17
Cc1ccc(NC(=O)NNC(=O)c2cc3ccccc3cc2O)cc1 | -4% | 16% | 0% | 9% | 13% | -4 | -3% | -4
CC1(C)CN(c2ccc(Br)cc2Br)C1=O | -9% | -6% | ? | 0% | -5% | -6 | 0% | 4
Cc1nnc(NC(=O)c2ccccc2Oc2ccccc2)s1 | -32% | ? | 1% | 15% | 6% | 0 | 2% | 1
CC(=O)Nc1ccc(C(=O)N/C(=C\c2ccccc2)C(=O)Nc2cccc(C(=O)O)c2)cc1 | 8% | -20% | 1% | 7% | 4% | -11 | 1% | 6
O=C(Nc1cccc2ncccc12)c1ccc(Cl)cc1 | -23% | 1% | 2% | 3% | 3% | 1 | 0% | 10
O=C(Nc1cccc(S(=O)(=O)NCc2ccco2)c1)c1cc(-c2ccccc2)nc2ccccc12 | 21% | -19% | -12% | -8% | -11% | -2 | 1% | -1
Cc1ccc(CNS(=O)(=O)c2c(C)[nH]c(C)c2C(=O)N2CCCC2)cc1 | 4% | 2% | -7% | 0% | 2% | -3 | 1% | 11
O=C(O)c1cc(Cl)c2c(c1)[C@@H]1C=CC[C@@H]1[C@H](c1ccc(S(=O)(=O)N3CCOCC3)cc1)N2 | . | -14% | 1% | 0% | -4% | -27 | 0% | -14
CCOC(=O)N1CCN(C(=O)c2ccc(N(C)S(C)(=O)=O)cc2)CC1 | -16% | 6% | 4% | -12% | 4% | 3 | -3% | -29
CCCOc1ccc(C(O)(CCC)CCN2CCCCC2)cc1 (stereo unspecified) | -11% | -1% | -1% | 10% | -11% | -6 | -6% | -7
COc1cc2oc(=O)cc(-c3ccc(-c4ccc(OC(F)(F)F)cc4)cc3)c2c(OC)c1OC | -4% | 24% | -13% | -13% | 7% | 4 | -2% | 0
O=C(O)Cn1cc(CN2CCOCC2)c2ccccc21 | -14% | 12% | 15% | 0% | -8% | 1 | -3% | 0

Record cards, from the list above. Values in the order: FUS suppressor	TDP-43 yeast inh	EPAC2 antagonist	EPAC2 agonist	Abeta yeast res	DRD3 agonist	aSyn rescue	DRD3 antagonist
Cc1ccc(NC(=O)NNC(=O)c2cc3ccccc3cc2O)cc1 as listed: -4%	16%	0%	9%	13%	-4	-3%	-4
CCCOc1ccc(C(O)(CCC)CCN2CCCCC2)cc1 (stereo unspecified) as listed: -11%	-1%	-1%	10%	-11%	-6	-6%	-7

(next part)
SMILES | FUS suppressor | TDP-43 yeast inh | EPAC2 antagonist | EPAC2 agonist | Abeta yeast res | DRD3 agonist | aSyn rescue | DRD3 antagonist
Cc1ccc(NC(=O)c2cc3c(=O)n(Cc4ccco4)ccc3nc2C)cc1C | ? | 20% | . | . | 4% | 65* | . | .
FC(F)(F)c1nc(N2CCN(c3ccccc3)CC2)nc2c1CCCCC2 | -24% | 9% | -2% | 2% | 15% | 6 | 0% | 4
CN1CCN(c2ccc(Cl)cc2NC(=O)CN2C(=O)NC(C)(c3ccccc3)C2=O)CC1 (stereo unspecified) | -12% | -20% | 0% | 7% | 21% | -18 | -1% | 6
O=C(CNS(=O)(=O)c1ccc(Br)cc1Cl)OCC(=O)c1ccc[nH]1 | 16% | 15% | -3% | -1% | 13% | 3 | 2% | 23
O=C(O)CCc1nnc(SCC(=O)Nc2cccc(C(F)(F)F)c2)[nH]c1=O | -3% | ? | 9% | 2% | -2% | 6 | 1% | 16
COc1ccccc1-c1cn(S(=O)(=O)c2ccc(C)cc2)nc1N | 7% | -22% | -6% | 19% | -9% | -6 | -3% | -15
Cc1ccc(C(=O)NCC(=O)OCCCn2c(=O)[nH]c3ccccc32)cc1 | -3% | -18% | -2% | 4% | 0% | 4 | -2% | 7
Nc1cc(=O)[nH]c(=O)n1CCc1ccccc1 | -4% | 1% | 12% | 16% | -6% | -4 | -2% | -3
O=C(NC1CCCCC1)C1c2ccccc2OCC(=O)N1Cc1cccnc1 (stereo unspecified) | -8% | ? | 5% | 5% | -1% | 3 | -14% | 0
O=S1(=O)CCC(NC(=S)Nc2ccccc2)C1 (stereo unspecified) | 0% | 19% | -2% | 4% | 3% | 8 | 1% | 0
O=C1/C(=C/c2cccc(Br)c2)SC(=S)N1/N=C/c1cc([N+](=O)[O-])ccc1O | -13% | -18% | 11% | 10% | -39%[inhibitor] | -1 | -1% | -18
CCCN1C(=O)CC(Sc2ncccc2C(=O)O)C1=O (stereo unspecified) | -10% | 8% | -22% | 10% | 8% | -1 | -4% | -21
CC(/C=C1\SC(=S)N(NC(=O)c2ccncc2)C1=O)=C\c1ccccc1 | 39% | ? | -11% | 13% | -34%[inhibitor] | -6 | 9% | -11
Cc1c(C(=O)N2CCN(Cc3ccc4c(c3)OCO4)CC2)sc2ncnc(N3CCN(c4ccccc4)CC3)c12 | -8% | 13% | 5% | 2% | -5% | 9 | -4% | 34
Cc1cc(NC2CCCCC2)nc(NCc2ccccc2)n1 | ? | 21% | 3% | 15% | 7% | -12 | 4% | -12
Cc1ccnc(SCCn2c(N3CCN(C)CC3)nc3c2c(=O)n(C)c(=O)n3C)n1 | -8% | 3% | -3% | 7% | 8% | 7 | 8% | 59
O=NN(CC(=O)NNc1ccccc1)CC(=O)NNc1ccccc1 | -15% | 10% | -5% | 10% | -14% | -12 | 2% | -23
COc1ccc(NC(=O)C(NS(=O)(=O)c2cccs2)C(C)C)cc1Cl (stereo unspecified) | 0% | 22% | 4% | 7% | -1% | 12 | -2% | -9
CS(=O)(=O)N1CCc2cc(C(=O)OCC(=O)c3ccccc3)ccc21 | 7% | 7% | -6% | 1% | 3% | -1 | 5% | 5
O=C(N/N=C/c1ccc([N+](=O)[O-])cc1)c1cccs1 | 8% | 4% | 2% | 4% | 1% | -11 | -2% | ?
CCOC(=O)c1ccc(NC(=O)COc2cc3oc(=O)c(CC(C)O)c(C)c3cc2Cl)cc1 (stereo unspecified) | -8% | -6% | -19% | -11% | 2% | 10 | -3% | 5
COc1ccc(NC(=O)/C(C#N)=C/c2cc(C)n(-c3ccc(F)cc3)c2C)cc1 | -8% | -4% | . | . | -10% | -13 | . | .
CCCc1[nH]n(-c2ccc([N+](=O)[O-])cc2)c(=O)c1C=NCCCn1ccnc1 | 34% | -25%[9.22 µM] | 6% | 6% | -22% | -2 | 0% | -9
CC(C)NC(=O)C1CCCN(S(=O)(=O)c2cccs2)C1 (stereo unspecified) | -37% | 8% | 2% | -4% | 15%[9.22 µM] | -1 | 0% | 22
Cc1cc(Cl)c2oc(C(=O)N3CCN(c4cccc(C)n4)CC3)c(C)c2c1 | 34% | ? | -8% | 6% | -19% | -2 | 18% | 10
COc1ccccc1OCC(=O)Nc1nonc1NC(=O)COc1ccccc1OC | 3% | 16% | 0% | -7% | 15% | 0 | 1% | 11
CCC1=NN(C(=O)c2ccc(Cl)cc2)C(O)(c2ccccc2)C1 (stereo unspecified) | -5% | -11% | -2% | 9% | -20% | -5 | -5% | -11
Cc1ccc2c(c1)CC(C)N2S(=O)(=O)c1nnc(NC(=O)C(C)C)s1 (stereo unspecified) | 3% | -5% | . | . | -15% | -17 | . | .
O=C1/C(=C/c2coc3ccc(O)cc3c2=O)SC(=S)N1c1ccccc1 | -2% | 5% | 2% | 2% | -2% | -9 | 6% | -29
COc1ccccc1CN(Cc1cc2cc(C)ccc2[nH]c1=O)Cc1nnnn1Cc1ccco1 | 16µM* | -2% | -5% | 19% | 1% | -10 | 14% | -8

Pulled by structure from the entries so far (3):
SMILES | FUS suppressor | TDP-43 yeast inh | EPAC2 antagonist | EPAC2 agonist | Abeta yeast res | DRD3 agonist | aSyn rescue | DRD3 antagonist
O=NN(CC(=O)NNc1ccccc1)CC(=O)NNc1ccccc1 | -15% | 10% | -5% | 10% | -14% | -12 | 2% | -23
COc1ccc(NC(=O)/C(C#N)=C/c2cc(C)n(-c3ccc(F)cc3)c2C)cc1 | -8% | -4% | . | . | -10% | -13 | . | .
O=C(CNS(=O)(=O)c1ccc(Br)cc1Cl)OCC(=O)c1ccc[nH]1 | 16% | 15% | -3% | -1% | 13% | 3 | 2% | 23
